PLC-gamma1 inh: PLC-gamma1 enzyme inhibitors, primary screen, biochemical, fluorescence, purified enzyme; AID 720700, 2013; 1-phosphatidylinositol 4,5-bisphosphate phosphodiesterase gamma-1 (Homo sapiens), P19174; inhibition, % at 12.2 µM; fluorogenic substrate; 370,000 tested, 0.84% active; in the data active = inhibition above about 9.5%
ADAM10 inh: human ADAM10 inhibitors, primary screen, biochemical, QFRET, HTS; recombinant ADAM10, EDANS/DABCYL FRET peptide cleavage, 3 h; 370,000 tested, 0.62% active; inhibition, % at 7 µM;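 active = inhibition above a per-campaign cutoff equal to the mean of compounds falling between control-based bounds plus 3 SD, cut at about 20% in these data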;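 note: 0% = DMSO wells while the 100% control is not disclosed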
PLCb3 inh: human PLC-beta3 inhibitors, primary screen, biochemical, fluorescence; Purified PLC-beta3, fluorogenic substrate; inhibition, % at 12.2 µM; 370,000 tested, 0.18% active; AID 720704, 2013; in the data active = inhibition above about 11%;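 note: 0% = median of compound wells on plate and 100% = full blocker control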
ARFGAP1 inh: inhibitors of rat ARFGAP1 GAP activity, primary screen, biochemical, fluorescence polarization, GDP tracer; ADP-ribosylation factor GTPase-activating protein 1 (Rattus norvegicus), Q62848; Arfgap1-stimulated ARF1 GTP hydrolysis, GDP FP detection; inhibition, % at 16.5 µM; 360,000 tested, 0.26% active;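 active = inhibition above a per-plate limit, mean inhibition of low control wells plus 3 SD, cut at about 25% in these data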;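 note: 0% = DMSO wells with enzyme and 100% = wells lacking Arfgap1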
Target sequence (Q62848 1-136 limits assumed): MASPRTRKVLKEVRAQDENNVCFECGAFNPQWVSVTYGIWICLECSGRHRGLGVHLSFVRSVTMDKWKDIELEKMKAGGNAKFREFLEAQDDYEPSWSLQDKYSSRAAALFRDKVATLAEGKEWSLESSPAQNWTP
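System: truncated rat Arfgap1 GAP domain / Medium: HEPES-based buffer, pH 7.5 / Also added: N-terminally truncated human ARF1-GTP substrate / Incubation: enzyme reaction 120 min at 25 °C after 20 min preincubation / Measured by: FP of antibody-bound GDP Alexa 633 tracer, ex 620/em 688 nm / Replicates: singlicate, each compound tested once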
TDP2 inh: human TDP2 enzyme inhibitors, primary screen, biochemical, epi absorbance, recombinant enzyme; T5PNP hydrolysis, p-nitrophenol absorbance 415 nm; inhibition, % at 12.8 µM; 370,000 tested, 0.34% active; AID 720702, 2013;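 active = inhibition above the mean of all tested compounds plus 3 SD, set per campaign, cut at about 25% in these data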;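 note: 0% = DMSO with enzyme and 100% = buffer with substrate but no TDP2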
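Assay system: Recombinant human TDP2 | Quantity: 120 nM TDP2 per well | Incubation: 2 h at 37 °C | Signal: Epi absorbance | Evaluation: Percent inhibition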
ADAM17 inh: ADAM17 inhibitors, primary screen, biochemical, QFRET; AID 720648, 2013; 370,000 tested, 0.83% active; recombinant ADAM17, EDANS/DABCYL FRET peptide cleavage; inhibition, % at 6.95 µM;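 active = inhibition above the mean of compounds lying between control limits plus 3 SD, set per campaign, cut at about 8.5% in these data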;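 note: 0% = DMSO-only wells as the low control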
Target sequence (P78536 215-824 limits assumed): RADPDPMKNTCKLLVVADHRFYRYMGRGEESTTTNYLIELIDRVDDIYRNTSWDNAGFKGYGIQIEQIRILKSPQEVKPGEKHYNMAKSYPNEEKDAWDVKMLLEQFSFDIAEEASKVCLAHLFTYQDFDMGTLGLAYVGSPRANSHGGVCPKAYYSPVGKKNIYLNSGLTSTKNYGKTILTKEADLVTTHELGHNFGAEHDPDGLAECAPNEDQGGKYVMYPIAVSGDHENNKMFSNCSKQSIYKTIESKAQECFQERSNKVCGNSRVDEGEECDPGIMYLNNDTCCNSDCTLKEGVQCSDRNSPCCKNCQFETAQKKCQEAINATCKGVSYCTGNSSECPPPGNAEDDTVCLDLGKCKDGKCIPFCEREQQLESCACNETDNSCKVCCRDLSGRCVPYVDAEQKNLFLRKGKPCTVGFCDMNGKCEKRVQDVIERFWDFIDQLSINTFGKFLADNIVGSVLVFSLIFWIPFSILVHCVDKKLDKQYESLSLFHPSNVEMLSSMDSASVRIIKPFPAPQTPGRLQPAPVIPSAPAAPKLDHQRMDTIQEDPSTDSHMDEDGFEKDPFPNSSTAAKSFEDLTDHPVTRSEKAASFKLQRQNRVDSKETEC
SIAE inh: human SIAE inhibitors, primary screen, biochemical, fluorescence polarization, FP-Rh probe, 1536-well HTS | Sialate O-acetylesterase (Homo sapiens), Q9HAT2 | SIAE FP-Rh probe binding | inhibition, % at 9.66 µM | 370,000 tested, 0.69% active | AID 1053197, 2014;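 active = inhibition above a cutoff: mean of compounds within the control limits plus 3 SD of those, cut at about 17% in these data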;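 note: 0% = plate median of compound wells and 100% = probe without SIAE protein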
DDE Tn7 FP inh: inhibitors of Tn7 peptide binding to fibrin DD(E), primary screen, biochemical, fluorescence polarization, human fibrin, Tn7 probe; FP displacement of FITC-Tn7 peptide from fibrin DD(E); 0% = median of compound wells per plate; inhibition, % at 8.3 µM; 370,000 tested, 0.13% active; AID 720508, 2013;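 active = inhibition above the mean of compounds falling within the control limits plus 3 SD of them, cut at about 14% in these data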;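 note: 0% = plate median of compound wells and 100% = 10 µM Aha-Tn7 peptide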
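system = human fibrin DD(E) protein | quantity = DD(E) 2 µM final | medium = Tris/NaCl/CaCl2 buffer, pH 7.8 | also added = labelled Tn7 tracer, 0.1 µM | compound dosing = single point at 8.3 µM | timing = compound with protein 10 min, then 3 h after probe, room temperature | signal = FP measurement | benchmarks = Aha-Tn7 high control | repeats = one replicate per compound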
ASAP1 GAP inh: inhibitors of human ASAP1 ArfGAP activity, primary screen, biochemical, fluorescence polarization; ASAP1-stimulated ARF1 GTP hydrolysis, GDP FP detection; inhibition, % at 16.5 µM; 360,000 tested, 0.19% active; in the data active = inhibition above about 25%;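 note: 0% = vehicle with enzyme and substrate and 100% = no enzyme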
DDE Tn6 FP inh: inhibitors of Tn6 peptide binding to fibrin DD(E), primary screen, biochemical, fluorescence polarization, human fibrin, Tn6 probe | Fibrin DD(E) TRITC-Tn6 fluorescence polarization displacement | inhibition, % at 8.3 µM | 370,000 tested, 0.21% active;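 active = inhibition above a per-campaign cutoff: mean of compounds within control limits plus 3 SD, cut at about 15% in these data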;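 note: 0% = median of all compound wells on the plate and 100% = blocking peptide control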
* = called active by the depositor; i = inactive.

SMILES	PLC-gamma1 inh	ADAM10 inh	PLCb3 inh	ARFGAP1 inh	TDP2 inh	ADAM17 inh	SIAE inh	DDE Tn7 FP inh	ASAP1 GAP inh	DDE Tn6 FP inh
COc1c(Cl)cnn(-c2ccccc2)c1=O	1.6	-6.4	0.2	6.1	10.1	-1.2	1.9	4.5	-13.6	0.0
CC1SCC(=O)N(CC(=O)Nc2ccc3c(c2)OCO3)C1=O (configuration not stated)	0.3	-4.0	1.3	4.7	-0.2	-0.5	-2.2	3.0	1.4	5.4
COc1cc2c(cc1OC)CN(C(=O)NS(=O)(=O)c1ccc(C)cc1)CC2	-65.8	-60.8	-93.0	4.8	7.8	-17.4	-0.3	-3.0	-6.2	-1.4
CCOc1ccc(Cl)cc1CNCCCSc1nc(C)cc(C)n1	4.0	9.8	-3.5	3.8	-11.4	-0.3	3.9	-9.5	-7.3	-3.0
CCC1OC(C2CC2)CC2=C1C(=O)OC(C)(C)O2 (configuration not stated)	0.2	-7.1	1.3	-8.2	1.3	-5.8	-7.8	3.5	3.1	7.2
O=C(Nc1ccccc1)Nc1cccn(Cc2c(F)cccc2Cl)c1=O	-6.2	-11.6	-6.2	4.8	-5.3	1.5	-2.6	0.2	4.3	-5.6
CCCCc1nc2ccccc2n1Cc1nnc2n1-c1ccccc1SC2	5.3	5.5	5.5	15.3	-6.0	3.1	16.3	-0.9	5.0	-3.2
COc1ccc(C2CC(c3ccccc3)=NN2C(=O)COC(=O)c2ccc(S(C)(=O)=O)cc2)cc1 (configuration not stated)	-0.9	-1.4	-3.9	-8.4	7.4	-2.7	-8.9	1.1	-5.0	-3.8
O=C(N/N=C/c1ccco1)c1ccc(NC(=O)c2ccccc2Cl)cc1	-4.1	-2.4	-4.2	-1.9	-0.1	-0.2	-5.5	-0.8	-1.9	-0.2
O=C(CNc1cccc([N+](=O)[O-])c1)N/N=C/c1ccc([N+](=O)[O-])o1	1.4	10.2	1.3	-10.0	1.2	-0.9	-0.3	-0.7	-4.4	5.9
CN(CC(=O)Nc1ccc(F)c(F)c1F)C(=O)CCN1C(=O)C2CC=CCC2C1=O (configuration not stated)	-0.1	-14.5	-2.4	7.1	-6.5	-3.7	-1.0	9.1	-1.5	-4.9
COc1cc(NS(=O)(=O)c2ccc(NC(=S)NC(=O)/C=C/c3ccc(F)cc3)cc2)ncn1	2.1	-5.5	-3.7	5.5	3.8	-4.6	-0.8	2.3	-1.3	18.9*
COc1cccc(NC(=O)Cn2cnc3c(oc4nc5c(cc43)CCCC5)c2=O)c1	-3.7	-12.6	-7.2	3.5	0.5	-4.3	-8.1	2.6	-2.4	-2.7
O=C(c1cc(COc2ccc(F)cc2Cl)on1)N1CCc2sccc2C1	3.8	10.3	-6.0	3.5	-0.4	0.2	-5.0	-4.3	12.2	-12.9
COc1ccc(CCNC(=O)COC(=O)c2ccccc2NCCO)cc1OC	i	i	i	-5.0	3.2	i	1.2	9.2	-13.2	-1.9
CC(C)C[C@H](NC(=O)NCc1ccc(Cl)cc1)C(=O)O	4.8	5.1	2.4	15.0	-0.8	0.3	-3.8	3.0	-5.1	-1.7
CCOCCCNC(=O)c1cccc(NC(=O)C2=C(C)OCCS2)c1	1.4	11.9	4.9	-2.8	-10.6	-3.0	-0.8	-0.4	-8.2	-4.0
COc1ccccc1-c1nnc(SCC(=O)c2ccc(C3CCCCC3)cc2)n1Cc1ccco1	-1.8	3.7	-5.6	0.3	3.6	0.6	-4.6	0.7	-0.1	-8.5
CCc1c(C)c2c(C)nn(-c3ccccc3)c2oc1=O	-3.5	-21.7	-7.8	13.1	1.1	-9.3	-0.7	-2.4	3.8	1.4
CC(C)NC(=O)CN(C(=O)CCC(=O)Nc1nccs1)c1ccc2c(c1)OCO2	2.9	-5.8	-5.4	13.6	-6.7	2.4	5.8	-9.9	5.0	-1.1
CNc1cncc(-c2cccc(C(=O)N(C)C)c2)n1	i	i	i	-11.0	-7.0	i	6.5	-4.6	-10.1	6.7
CC(C)c1ccc(CNc2ccc3c(c2)ncn3C)cc1	-34.5	-18.3	-58.5	0.3	-12.7	-2.8	7.3	-2.9	6.8	0.0
O=C(CCCC(=O)N(CC(=O)NC1CCCC1)C1CCCC1)Nc1ccccn1	0.7	-0.7	1.3	5.7	-5.8	-3.3	3.0	-1.6	-2.3	3.8
CCOC(=O)NC(=S)c1ccc[nH]1	2.5	4.7	-39.0	-2.2	-8.7	3.1	5.6	-6.7	18.1	-1.2
CCOC(=O)Cn1c(-c2cccnc2Cl)nc2ccccc21	0.7	8.4	1.5	-3.1	6.1	2.0	-1.9	5.3	4.3	0.6
OCCNc1nc(Nc2ccccc2Cl)nc(N2CCCC2)n1	-0.1	3.9	0.9	9.0	-0.6	-2.7	5.3	3.8	-0.4	-1.5
O=C(Nc1cccnc1Cl)c1cccs1	-0.2	3.4	-3.8	-13.3	-10.0	0.3	-1.9	-10.7	-3.8	1.9
Cc1ccc(S(=O)(=O)C2CCCCC2=O)cc1 (configuration not stated)	-0.4	2.8	-2.1	-6.6	5.1	-4.1	-3.1	1.1	-3.0	-1.7
CCc1nc(N2CCN(C(=O)c3ccccc3)CC2)c2c3c(sc2n1)CCCC3	1.0	6.5	-5.5	3.0	9.3	3.2	-4.3	4.4	7.4	-3.3
COc1cc(C2=NOC(C(=O)Nc3ccc(C(C)=O)cc3)C2)cc(OC)c1OC (configuration not stated)	1.7	-5.0	2.1	-14.2	-0.6	0.1	2.3	-0.9	5.5	1.4

Rewritten with values under each structure: part of the list above
Screens in order – PLC-gamma1 inh, ADAM10 inh, PLCb3 inh, ARFGAP1 inh, TDP2 inh, ADAM17 inh, SIAE inh, DDE Tn7 FP inh, ASAP1 GAP inh, DDE Tn6 FP inh
- O=C(CCCC(=O)N(CC(=O)NC1CCCC1)C1CCCC1)Nc1ccccn1
 : 0.7, -0.7, 1.3, 5.7, -5.8, -3.3, 3.0, -1.6, -2.3, 3.8
- CCOC(=O)NC(=S)c1ccc[nH]1
 : 2.5, 4.7, -39.0, -2.2, -8.7, 3.1, 5.6, -6.7, 18.1, -1.2

(listing goes on)
SMILES	PLC-gamma1 inh	ADAM10 inh	PLCb3 inh	ARFGAP1 inh	TDP2 inh	ADAM17 inh	SIAE inh	DDE Tn7 FP inh	ASAP1 GAP inh	DDE Tn6 FP inh
Cc1cccc(OCC(=O)Nc2cccc(C(=O)NCC(C)C)c2)c1	0.0	-2.0	4.4	-2.0	-4.6	1.5	0.9	6.3	4.7	2.8
Cc1ccc(S(=O)(=O)/C(C#N)=C/c2c(N3CC(C)OC(C)C3)nc3ccccn3c2=O)cc1 (configuration not stated)	-19.7	8.6	-33.7	5.2	-4.3	0.9	-10.9	11.1	4.0	5.3
O=C(COc1ccc(Cl)cc1)NCc1nnc(SCC(=O)Nc2ccccc2F)o1	-1.0	1.7	0.2	1.1	-1.0	-1.6	1.6	-5.3	-9.1	0.9
CCOc1ccc(S(=O)(=O)N2CCN(C(=O)COc3ccc(Br)cc3)CC2)cc1	-1.1	0.3	-2.4	-7.0	2.3	-0.1	-3.2	0.3	0.3	-7.2
CCOC(=O)c1c(C)oc2c1c(CN1CCN(C(=O)OCC)CC1)c(O)c1ccccc12	-7.2	2.2	-6.0	-3.3	-1.1	-1.6	12.1	2.5	-2.0	5.5
Cc1ccc(NC(=O)C(C)OC(=O)COc2cccc(C(F)(F)F)c2)cc1S(=O)(=O)N1CCOCC1 (configuration not stated)	-4.3	7.0	-8.2	6.7	-1.9	4.3	-5.9	1.4	3.7	-4.5
COc1ccc(NC(=O)C/C(C)=N/NC(=O)c2ccccn2)c(OC)c1	-2.3	-0.2	-6.7	-7.5	-7.6	0.7	-0.1	-6.3	5.5	0.4
NC(=O)C(NN=C(c1ccccc1)c1ccccc1)c1ccccc1 (configuration not stated)	-2.5	-3.0	0.4	11.2	0.1	-2.5	3.2	2.9	-11.1	4.2
CCOC(=O)c1[nH]c(COC(=O)c2ccccc2NC(=O)c2ccco2)c(C(=O)OCC)c1C	-0.5	-9.1	-6.9	-3.7	0.2	-2.5	-4.7	-8.3	-10.4	-3.4
COc1ccc(C(=O)NCCN2CCCC2)cc1OC	-3.3	-15.1	1.6	-8.0	-0.8	-2.8	3.0	3.3	3.4	1.9
Cc1ccc(S(=O)CCNC(=O)Cc2ccccc2)cc1 (configuration not stated)	0.4	-17.0	1.7	8.7	-9.4	0.9	4.9	-0.3	-15.4	2.9
COc1ccccc1-n1c(SCC(N)=O)nc2sc3c(c2c1=O)CCC3	-0.1	-7.2	-7.1	1.0	-3.6	-6.7	0.6	6.0	-3.9	0.6
CC1CCN(C(=O)Cn2c3ccccc3c3nc4n(c(=O)c32)CCS4)CC1	2.8	-89.6	-6.5	8.4	-3.1	-29.0	-0.6	0.1	-1.8	4.4
COC(=O)c1ccc(CSc2nncn2C)cc1	-1.0	-4.0	1.0	20.9	1.4	-2.7	-3.3	1.0	-2.7	0.0
COCCOc1ccc(C(F)(F)F)cc1NC(=O)COC(=O)C1=COCCO1	2.1	-7.2	-7.5	2.9	-1.4	-3.0	-3.4	3.8	14.9	11.5
CCN1CCN(C(c2cccc(OC)c2OC)c2nnnn2Cc2ccco2)CC1 (configuration not stated)	0.9	-13.3	-0.2	-8.9	5.7	-1.9	-4.7	2.7	2.0	1.9
Cc1ccc(C(=O)C2CCN(CC(=O)NCc3ccc(F)cc3)CC2)cc1	1.1	-4.2	-3.9	-4.6	-11.6	-4.6	1.2	4.2	15.1	-2.8
NC(Cc1ccc(C(F)(F)F)cc1)c1csc(Nc2nncc3ccccc23)n1 (configuration not stated)	-49.5	-15.9	-83.9	14.8	-5.1	-4.3	-0.3	-0.7	2.0	-1.1
C/C(=C1/SC(N2CCOCC2)=NC1=O)c1ccc(Cl)cc1	1.6	1.5	2.9	5.3	-4.1	1.2	1.3	-4.5	-2.2	4.5
O=C(CCCn1cnc2ccccc2c1=O)Nc1ccccc1F	3.2	-4.2	-7.2	1.1	-3.5	-0.9	-3.1	0.3	12.5	6.1

This is a random part of the collection; about 3.6% have a hit in one of these screens.
